Screening data deposited in PubChem BioAssay by The Scripps Research Institute Molecular Screening Center.
GPR151 ag – human GPR151 activation | activation, % at 11.2 µM | 650,000 compounds, 1% hits | AID 1508602 | PathHunter beta-arrestin GPR151 cells, luminescence; in the data active = activation above about 4.9%;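 also: 0% = median of compound wells and 100% = cells with positive control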
Target sequence (Q8TDV0 whole entry, looked up): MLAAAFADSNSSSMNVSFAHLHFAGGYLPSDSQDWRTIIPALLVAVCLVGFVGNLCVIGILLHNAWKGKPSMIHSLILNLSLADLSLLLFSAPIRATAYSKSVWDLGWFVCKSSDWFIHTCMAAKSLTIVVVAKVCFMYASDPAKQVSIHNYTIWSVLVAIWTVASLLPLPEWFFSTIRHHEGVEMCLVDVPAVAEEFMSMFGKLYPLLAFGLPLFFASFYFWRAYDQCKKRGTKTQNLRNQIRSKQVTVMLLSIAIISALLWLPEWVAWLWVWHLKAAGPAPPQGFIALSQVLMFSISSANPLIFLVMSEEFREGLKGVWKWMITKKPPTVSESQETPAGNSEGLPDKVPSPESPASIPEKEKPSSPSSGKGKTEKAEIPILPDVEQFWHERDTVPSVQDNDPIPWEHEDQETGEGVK
TEAD-YAP inh – TEAD-YAP interaction inhibition. inhibition, % at 9.12 µM. 640,000 compounds, 1.4% hits. HEK-TIYL cells, TEAD-Gal4/YAP UAS-luciferase luminescence; in the data active = inhibition above about 32%;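 also: 0% = median of test compound wells and 100% = reference inhibitor wells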
MITF inh – human MITF inhibition, primary screen | AlphaScreen MITF homodimerization, bead proximity signal | O75030 | 650,000 compounds, 0.91% hits | inhibition, % at 2.6 µM; in the data active = inhibition above about 50%;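 also: 0% = vehicle wells with protein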
Target sequence (O75030 whole entry, looked up): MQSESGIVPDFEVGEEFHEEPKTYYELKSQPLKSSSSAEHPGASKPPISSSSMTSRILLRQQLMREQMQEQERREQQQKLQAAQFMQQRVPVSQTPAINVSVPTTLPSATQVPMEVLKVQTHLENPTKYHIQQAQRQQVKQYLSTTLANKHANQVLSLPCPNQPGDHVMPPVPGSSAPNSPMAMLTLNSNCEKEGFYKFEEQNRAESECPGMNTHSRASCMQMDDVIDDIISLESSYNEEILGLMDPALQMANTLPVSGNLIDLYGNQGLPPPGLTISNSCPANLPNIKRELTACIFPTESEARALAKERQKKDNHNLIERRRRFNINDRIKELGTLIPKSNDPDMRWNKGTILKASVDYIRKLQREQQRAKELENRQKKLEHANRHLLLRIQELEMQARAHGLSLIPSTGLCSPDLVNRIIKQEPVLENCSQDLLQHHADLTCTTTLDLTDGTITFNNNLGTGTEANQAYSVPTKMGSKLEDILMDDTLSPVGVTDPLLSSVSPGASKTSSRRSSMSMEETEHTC
FBW7 activator – activators of human E3 ligase FBW7; Q969H0; AlphaScreen FBW7–phospho-cyclin E peptide binding, activator screen; normalized activity (activation), % at 26.1 µM; 650,000 compounds, 0.13% hits; AID 1259310; in the data active = normalized activity above about 1.9%;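 also: purified mutant Fbw7 with reduced substrate affinity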
* hit, by the source's call.

SMILES | GPR151 ag | TEAD-YAP inh | MITF inh | FBW7 activator
CCc1ccc(N(CC(=O)N2CCOCC2)S(=O)(=O)c2ccccc2)cc1 | -1.4 | -1 | 1 | 0.5
COc1ccc2cc(CCNC(=O)c3c(F)cccc3F)c(=O)[nH]c2c1 | 0.3 | -18 | -11 | -0.2
CCOc1ccc(-c2nc3cc(NC(=O)c4cccc(OCC)c4)ccc3o2)cc1 | -0.4 | -5 | 1 | 0.1
CC1CCc2sc(NC(=O)c3ccc(S(=O)(=O)N4CCOCC4)cc3)c(C#N)c2C1 (stereo not given) | -0.3 | 6 | 1 | -0.1
COc1ccc(-n2c(=O)c3c4c(sc3n3cnnc23)COC(C(C)C)C4)cc1 (stereo not given) | -1.2 | 3 | -5 | 0.0
CCCCc1ccc(-c2nc(C=Nc3ccc(Cl)cc3Cl)c(O)o2)cc1 | 1.1 | 7 | 6 | -0.1
CC#CCCCC(=O)Nc1cc(C(=O)O)ccc1C | 1.7 | 2 | 11 | 0.1
CCCC1CCC(C(=O)Nn2c(-c3ccc(Cl)cc3)nc3ccccc3c2=O)CC1 (stereo not given) | 0.2 | 8 | 16 | 0.3
CCOC(=O)c1cn(-c2ccc(Cl)cc2)c(=O)c2ccccc12 | 1.4 | -4 | -2 | -0.1
CCN(CC)CCCOc1ccc([N+](=O)[O-])cc1 | 0.1 | 2 | 12 | 0.9
CN1CCN(c2ccc(-c3ccc(C(=O)NC4CCN(Cc5ccccc5)CC4)s3)cc2)CC1 | -0.3 | 14 | -9 | 0.0
Cc1ccc(C(=O)Oc2ccc(NC(=O)Cn3cnc4ccccc4c3=O)cc2)cc1 | -0.6 | 1 | -3 | -0.1
NC(=O)C(C(=O)/C=C/c1ccc(Cl)cc1)=C1SCCS1 | 2.7 | 44* | -18 | -0.2
NCCCC[C@@H]1NC(=O)[C@@H]2C[C@H](NC(=O)Nc3ccccc3F)CN2C1=O | 0.4 | 6 | 14 | -0.2
CCc1cccc(NC(=O)Cn2c(=O)n(C3CCCC3)c(=O)c3ccccc32)c1 | -0.7 | 13 | 16 | 0.7
COc1ccc(-c2cc(C(=O)Oc3cccc(C)c3)c3ccccc3n2)cc1 | -0.2 | -4 | -11 | -0.1
COc1ccc(NCc2ccc(C#N)cc2)c(OC)c1 | 0.4 | 4 | 2 | -0.1
CC1(C)Cc2cccc(OC(=O)c3cncc(Br)c3)c2O1 | 0.0 | -7 | -2 | -0.1
CC1(C)CC(=O)c2sc(NC(=O)CSc3ccccc3)nc2C1 | 1.0 | -7 | -4 | -0.1
Cc1cccc(NS(=O)(=O)c2ccc3c(c2)CCC(=O)N3)c1C | 0.1 | 5 | 5 | -0.1
COc1ccccc1NC(=S)NC(C)C(c1cccs1)N1CCOCC1 (stereo not given) | 3.1 | -10 | -4 | -0.2
COc1ccc(C(=O)N/N=C/c2cc(Br)c(O)c(OC)c2)cc1 | 3.2 | -14 | 15 | 0.2
CC(=O)Oc1ccccc1-n1c(=O)c2ccccc2c2ccccc2c1=O | -0.5 | -1 | 10 | 0.1
COc1ccc2cc(CN(CCO)C(=O)Nc3ccccc3)c(=O)[nH]c2c1 | 0.0 | 5 | -6 | 0.0
COc1ccc(S(=O)(=O)Nc2cc(C(F)(F)F)ccc2Cl)cc1 | -1.9 | -2 | -2 | 0.0
Cc1cc2c(c(=O)n1CC1CCCO1)C(c1ccc(Br)cc1)C(C#N)=C(N)O2 (stereo not given) | -0.5 | 14 | 1 | -0.2
CCN(CC)C(=O)C1CCCN(c2nc(NCCCN3CCCC3=O)c3ncn(CCN4CCCC4=O)c3n2)C1 (stereo not given) | -1.6 | -1 | 3 | -0.1
CCCC1=NN2C(=N)/C(=C/c3ccc(OCc4ccccc4F)cc3)C(=O)N=C2S1 | -5.8 | -14 | 0 | 0.0
COc1cc(/C=c2/sc3nc4cc(C)c(C)cc4n3c2=O)cc2sc(=O)oc12 | 0.9 | 6 | -2 | 0.2
Cc1ccc(NC(=O)CSCc2n[nH]c(=O)[nH]2)c(Br)c1 | 1.2 | -3 | 1 | 0.2
C=CCn1c(SCC(=O)Nc2ccccc2)nc(O)c(CC)c1=O | 0.3 | -8 | -5 | 0.1
CC1=CC2=NC(=O)/C(=C\c3cn(C)c4ccccc34)C(=N)N2O1 | 1.2 | -7 | -3 | 0.1
C=CCC1S/C(=N\N=C/c2ccccc2Cl)NC1=O (stereo not given) | 1.5 | -7 | 1 | -0.1
CCOC(=O)c1ccc(N2C=C(C(=O)OC)C(c3cc(Br)c(O)c(OC)c3)C(C(=O)OC)=C2)cc1 | 0.4 | 4 | 7 | -0.1
CN(C)S(=O)(=O)N1CCC(n2nnc3ccccc3c2=O)CC1 | -0.4 | 7 | -4 | 0.1
Cc1ccc(-c2csc(NC(=O)c3cccc(Br)c3)n2)cc1C | 0.1 | -2 | -5 | -0.1
Cc1cc(Cl)ccc1OCC(=O)NCCc1ccccc1 | -1.3 | -6 | -25 | 0.1
N#Cc1cccc(NC(=O)CSc2nnc(NC3CCCCC3)s2)c1 | 0.3 | -1 | -7 | 0.3
CSc1cccc(NC(=O)CN(c2ccccc2)S(=O)(=O)N(C)C)c1 | -1.0 | -8 | -6 | 0.0
Cc1ccc(Cc2cnc(NC(=O)CSc3nc(C)cc(C)n3)s2)cc1 | -1.0 | 3 | -4 | -0.1

Results in TEAD-YAP inh and MITF inh (2 entries from above):
Molecule	TEAD-YAP inh	MITF inh
C=CCC1S/C(=N\N=C/c2ccccc2Cl)NC1=O (stereo not given)	-7	1
CCOC(=O)c1ccc(N2C=C(C(=O)OC)C(c3cc(Br)c(O)c(OC)c3)C(C(=O)OC)=C2)cc1	4	7

Returning to the listing, repeating the 2 entries before the break.
SMILES | GPR151 ag | TEAD-YAP inh | MITF inh | FBW7 activator
CSc1cccc(NC(=O)CN(c2ccccc2)S(=O)(=O)N(C)C)c1 | -1.0 | -8 | -6 | 0.0
Cc1ccc(Cc2cnc(NC(=O)CSc3nc(C)cc(C)n3)s2)cc1 | -1.0 | 3 | -4 | -0.1
COc1ccc(C(CNC(=O)COc2ccc(-c3ccccc3)cc2)N2CCOCC2)cc1 (stereo not given) | 0.9 | 6 | 7 | -0.1
CCOC(=O)CN(C)C(=O)CC1(c2ccccc2Cl)CC(=O)N(C)C1=O (stereo not given) | 0.5 | -54 | 7 | 0.0
CCCCOc1ccc(OCCNC(=O)C(CCSC)NC(=O)c2ccccc2)cc1 (stereo not given) | -0.4 | 21 | 11 | -0.2
Cc1noc(C)c1COc1ccc(C(=O)OCC(=O)Nc2ccc(OC(F)F)cc2)cc1 | -0.7 | 3 | 14 | 0.2
O=C(COC(=O)CNC(=O)c1ccccc1)Nc1ncc(C(F)(F)F)cc1Cl | 3.3 | 5 | 9 | 0.1
CC1=C(C(=O)OCC(C)C)C(c2ccccc2C(F)(F)F)C2=C(CCCC2=O)N1 (stereo not given) | 1.4 | 13 | 7 | 0.3
COc1cc(Cl)cc2cc(C(=O)NNc3ccccc3)c(=O)oc12 | 0.8 | -4 | 30 | 0.0
O=C(COC(=O)CCN1C(=O)C2CCCCC2C1=O)Nc1ccc(OC(F)(F)F)cc1 (stereo not given) | 0.2 | 8 | 5 | 0.4
CC1CC(C)CN(S(=O)(=O)c2ccc3[nH]cc(C(=O)NC4CCCCCC4)c(=O)c3c2)C1 (stereo not given) | -0.1 | 7 | -6 | -0.1
CCO/C=C/C(O)(CNC(=O)c1cc(-c2ccccc2)nc2ccccc12)C(F)(F)F (stereo not given) | 2.6 | 5 | -3 | 0.1
CCc1nnc(NS(=O)(=O)c2ccc(NC(=O)CN3C(=O)CCC3=O)cc2)s1 | -0.5 | -1 | -5 | 0.1
Cc1ccc(N2CC(C(=O)OCC(=O)c3ccc(Br)cc3)CC2=O)cc1C (stereo not given) | -0.4 | 2 | 15 | 0.2
O=C1CC(N2CCN(c3ccccn3)CC2)C(=O)N1c1ccccc1 (stereo not given) | 0.6 | 2 | 3 | 0.0
COc1ccc(N2CCN(C3CCCN(Cc4cnc(C)[nH]4)C3)CC2)cc1 (stereo not given) | -1.9 | 5 | 11 | 0.0
CC(C)(C)c1ccc(C(=O)NC2(C(F)(F)F)NC(=O)N(Cc3ccco3)C2=O)cc1 (stereo not given) | 0.8 | 3 | -11 | -0.4
O=C(CSCC(=O)Nc1cccnc1)Nc1cccnc1 | 0.1 | 1 | -1 | 0.1
COC(F)(C(=O)Nc1c(Cl)cccc1Cl)C(F)(F)F (stereo not given) | -0.2 | -3 | -11 | 0.0
O=C(COc1ccc(C(F)(F)F)cc1[N+](=O)[O-])Nc1ccc(Cl)cc1 | 0.2 | -14 | -2 | -0.1
CN(C)c1ccnc2sc(C(=O)NCc3ccccc3)c(N)c12 | -0.1 | -26 | 9 | 0.2
COCCCn1c(=O)[nH]c2nc(-c3ccsc3)cnc21 | 0.5 | -81 | 22 | 0.0
CCc1ccc(NC(=O)c2cnc(N3CCN(c4ccccn4)CC3)c3ccccc23)cc1 | 0.2 | -4 | -18 | -0.1
c1ccc(C(Sc2nc3ccccc3[nH]2)c2ccccn2)cc1 (stereo not given) | 1.2 | -3 | -2 | 0.0
COc1cc2ccccc2cc1C(=O)Nc1onc2c1CCC2 | -0.5 | -21 | 0 | 0.1
O=C(CNC(=O)c1ccccc1Cl)c1ccccc1 | -1.8 | -60 | 5 | 0.0
CCC(C)(C)n1nnnc1C(c1ccc(OC)cc1OC)N1CCN(C)CC1 (stereo not given) | 0.2 | 4 | -3 | 0.0
C/C(=N\NC(=O)c1ccncc1)c1cccc(Br)c1 | 0.3 | 11 | 15 | 0.3
Clc1nccc(Nc2ccncn2)n1 | -1.7 | -5 | -3 | 0.0
CC(C)(C)CC(C)(C)c1ccc(OCC(=O)Nc2ccc(S(=O)(=O)Nc3nccs3)cc2)cc1 | 1.2 | -5 | 9 | 0.0
CC1CCCC(NCc2c(C(=O)O)n(C)c3ccccc23)C1C (stereo not given) | 0.8 | 8 | 3 | 0.3
Cn1c(=O)n(C)c2cc(/C=C(\C#N)c3nn(CCO)c(N)c3C#N)ccc21 | -0.9 | -6 | 10 | 0.1
CC(=O)N1CCN(C(=O)c2cccc(Cl)c2)CC1 | 0.1 | 0 | 4 | -0.3
CCSc1ccc(C(=O)Nc2ccc(Cc3ccncc3)cc2)cc1[N+](=O)[O-] | -0.2 | 11 | 9 | 0.6
COc1ccccc1OCCn1cc(/C=C2/C(=N)N3OC(C)=CC3=NC2=O)c2ccccc21 | 0.7 | 2 | -4 | -0.1
CCc1ccc(NC(=O)C2CCCN2C(=O)NC2CCCCC2)cc1 (stereo not given) | 0.6 | 5 | 19 | 0.0
COc1cccc(NC(=O)c2ccc([N+](=O)[O-])cc2)c1 | -4.2 | -5 | 10 | 0.2
COc1ccc(C(=O)N/C(=C\c2ccc3c(c2)OCO3)C(=O)N2CCCCC2)cc1 | -1.6 | -13 | 15 | 0.5
COc1ccc(C2Nc3ccccc3NC3=C2C(=O)CC(C)(C)C3)cc1COc1ccc(F)cc1 (stereo not given) | -0.4 | 4 | 11 | 0.0
O=C(Nc1ccc2oc(-c3ccc(Cl)cc3Cl)nc2c1)c1ccc([N+](=O)[O-])o1 | 0.1 | 3 | -10 | 0.0
O=C1CCCN1c1ccc(S(=O)(=O)NCCOc2ccccc2Cl)cc1 | -0.8 | 3 | 9 | 0.1
O=C(COc1ccc2oc(-c3ccccc3)cc(=O)c2c1)NCc1ccco1 | 0.1 | -6 | -4 | 0.2

Grouped by structure: the compounds so far with a nitro group on carbon (5)
SMILES | GPR151 ag | TEAD-YAP inh | MITF inh | FBW7 activator
CCN(CC)CCCOc1ccc([N+](=O)[O-])cc1 | 0.1 | 2 | 12 | 0.9
O=C(COc1ccc(C(F)(F)F)cc1[N+](=O)[O-])Nc1ccc(Cl)cc1 | 0.2 | -14 | -2 | -0.1
CCSc1ccc(C(=O)Nc2ccc(Cc3ccncc3)cc2)cc1[N+](=O)[O-] | -0.2 | 11 | 9 | 0.6
COc1cccc(NC(=O)c2ccc([N+](=O)[O-])cc2)c1 | -4.2 | -5 | 10 | 0.2
O=C(Nc1ccc2oc(-c3ccc(Cl)cc3Cl)nc2c1)c1ccc([N+](=O)[O-])o1 | 0.1 | 3 | -10 | 0.0

Next part
SMILES | GPR151 ag | TEAD-YAP inh | MITF inh | FBW7 activator
CCn1c(C2NCCc3cc(OC)c(OC)cc32)nc2cc(F)c(-c3ccnc(N)n3)cc21 (stereo not given) | 0.0 | -1 | 6 | 0.1
Fc1cccc(CNC2CCN(CCc3ccccc3)CC2)c1 | 1.9 | 1 | 3 | 0.9
Cn1c(=O)[nH]c(=O)c2c1nc(N1CCCCCC1)n2CCN1CCCCCC1 | 0.1 | -1 | 10 | 0.1
Cn1c(=O)[nH]c(=O)c2c1[nH]c(=S)n2Cc1cccc(Br)c1 | -0.7 | 3 | 3 | -0.1
COc1cccc(Nc2nc(-c3cc4cccc(OC)c4oc3=O)cs2)c1 | 1.4 | -12 | 2 | -0.1
Cn1c(N)c(S(=O)(=O)N2CCN(Cc3ccccc3)CC2)c(=O)n(C)c1=O | -1.7 | 2 | 4 | 0.9
Cc1nn2c(C(F)(F)F)c3c(nc2c1-c1ccccc1)CCCC3 | -1.4 | 2 | -6 | 0.0
Cc1ccc(S(=O)(=O)N/N=C2/CC3CC4CC(C3)C2C4)cc1 (stereo not given) | -0.2 | 1 | 18 | 0.2

Compounds were not picked by outcome; about 3.4% have a hit in one of these screens.
